Screening results from PubChem.
M17LAP inhibition = P. falciparum M17LAP inhibitors, primary screen, biochemical, fluorogenic H-Leu-NHMec substrate, 1536-well (AID 1619) | recombinant M17LAP, H-Leu-NHMec fluorogenic kinetic assay; higher % means a stronger effect | 220,000 tested, 0.38% active | inhibition, % at 30 µM, or IC50 in µM where a hit was titrated;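 active = compound inhibiting the enzyme by more than half at any dose during confirmatory dose-response retesting; inconclusive = strong single-dose inhibitors picked by rank but not retested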;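 note: plate controls were full reaction with DMSO carrier for no effect and no enzyme background for full effect; strong numbers were not always called active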
Lipid droplet = hepatic lipid droplet formation modulation; AML12 mouse hepatocytes, oleate lipid droplets, BODIPY imaging; inhibition, % at 6.5 µM; 240,000 tested, 0.4% active;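 active = lipid droplet intensity inhibited by at least 50%, with more than 500 cells counted; inconclusive = wells with under 300 cells, treated as cytotoxic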
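Assay system: AML12 hepatocytes (mouse) / Also added: 100 µM oleic acid challenge / Times: overnight treatment with compound plus oleate / Detection: high-content imaging of BODIPY-stained droplets and DAPI nuclei / Evaluation: % inhibition of lipid droplet signal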
P. falciparum M1AAP = malaria alanyl aminopeptidase activity blockers – biochemical, fluorogenic H-Leu-NHMec substrate, 1536-well (AID 1445). recombinant M1AAP, H-Leu-NHMec fluorogenic kinetic assay; higher % means a stronger effect. inhibition, % at 30 µM; hits with a dose series show IC50 in µM. 220,000 tested, 0.42% active;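 active = primary inhibition above the hit cutoff, then over 50% inhibition at one or more dose response concentrations, cut at about 23% in these data, passing the limit was not always enough; inconclusive = conflicting primary data, or primary hits not chosen for dose response; inactive = low primary inhibition, or under 50% at every dose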;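 note: plate controls were DMSO full reaction for no effect and no enzyme background for full effect; strong numbers were not always called active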
AID2073 = inhibitors of Mint1-CaV2.2 protein interaction, biochemical, HTRF (AID 2073); 290,000 tested, 0.19% active; HTRF protein-protein interaction, Mint1-CaV2.2; higher % means a stronger effect; inhibition, % at 20 µM; hits with a dose series show IC50 in µM; in the data active = inhibition mostly above about 51%, no sharp cut-off; inconclusive = no clear call, values can overlap the other calls; inactive = mostly below about 53%; note: some results filed as inactive read as strong as hits
LYP phosphatase = PTPN22 lymphoid phosphatase activity blockers – biochemical, fluorescence intensity, uHTS (AID 1779) | recombinant LYP phosphatase, fluorescence intensity; higher % means a stronger effect | one-dose inhibition, % at 11.5 µM; IC50 in µM for titrated hits | 290,000 tested, 0.054% active;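 note: plate controls were vehicle with enzyme for no effect and no enzyme for full effect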
XIAP antagonists = small molecules displacing peptide from XIAP – biochemical, IAP family, fluorescence polarization (AID 1018); displacement, % at 20 µM, or IC50 in µM where a hit was titrated; 200,000 tested, 0.007% active; XIAP BIR domain, fluorescence polarization peptide displacement; higher % means a stronger effect; in the data active = displacement above about 50%; note: a part of the inactive calls stands beside numbers as strong as those of hits
CSM14.1 death rescue = rescue of cells from ER stress-induced death, primary screen, 384-well, CSM14.1, thapsigargin, ATP luminescence (AID 1222); CSM14.1 thapsigargin-induced death rescue, ATP luminescence; higher % means a stronger effect; cellular ATP content (survival), % at 20 µM, or EC50 in µM where a hit was titrated; 190,000 tested, under 10 active;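 active = EC50 below 50 µM in the dose-response confirmation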;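 note: death triggered by thapsigargin at about 15 µM added after 2 h compound pretreatment; cell ATP read after overnight thapsigargin exposure of roughly 18 to 22 hours; normalized against plate controls of thapsigargin alone and 5% DMSO vehicle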
NOD2 inhibition = NOD2 signaling inhibitors, cell-based, luminescence, uHTS, HEK293 (AID 1566); HEK293 NOD2/NF-kB luciferase reporter, luminescence; higher % means a stronger effect; inhibition, % at 4 µM; hits with a dose series show EC50 in µM; 290,000 tested, 0.63% active; note: many of its hits are not listed in these tables
SIAH1 antagonists = Siah-1 peptide-binding antagonists, primary screen, biochemical, fluorescence polarization, rhodamine-plectin, uHTS (AID 1817) | Siah-1 / rhodamine-plectin peptide fluorescence polarization; higher % means a stronger effect | displacement, % at 20 µM; hits with a dose series show IC50 in µM | 290,000 tested, 0.02% active;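 active = displacement of at least 50% at 20 µM, with a fluorescence ratio check between 0.3 and a set limit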;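 note: plate controls were Siah plus tracer with DMSO for no effect and tracer alone without Siah for full effect; strong numbers were not always called active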
Lipid droplet cells 6.5 µM = further read-out of Lipid droplet, marked with its call; cell count; measured here: cell count, cytotoxicity flag;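 cells counted across two imaged fields per well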
An asterisk follows results filed as active; u = inconclusive; x = no result given. Cut-off read from the data, not from the text of the source, unless noted: active = inhibition above about 50%; inactive = the rest.

SMILES	M17LAP inhibition	Lipid droplet	Lipid droplet cells 6.5 µM	P. falciparum M1AAP	AID2073	LYP phosphatase	XIAP antagonists	CSM14.1 death rescue	NOD2 inhibition	SIAH1 antagonists
O=C1CCCc2ccccc2N1Cc1ccc(Cl)cc1Cl	2%	-17	705	5%	u	-5%	1.7%	-0.2%	14%	8%
O=C(O)c1cccc(Nc2ncnc3ccccc23)c1	13%	2	774	0%	6%	-3%	-6.6%	6.4%	9%	3%
COc1ccc(-c2cc(C(=O)N3CCN(c4ccccc4O)CC3)c3ccccc3n2)cc1OC	x	1	838	x	21%	4%	x	x	-19%	2%
O=C(NCc1ccc[n+](CCCCS(=O)(=O)[O-])c1)c1ccc(OC(F)F)cc1	1%	-15	660	2%	-3%	-3%	-8.2%	-0.4%	2%	13%
CCOc1ccc(C2C(C#N)=C(N)Oc3cc(C)n(CCN(C)C)c(=O)c32)cc1OCC (stereo not drawn)	13%	-4	711	10%	31%	-2%	-4.6%	0.9%	10%	2%
CC(C)=CCN1CCN(Cc2cccc3nccnc23)CC1CCO (stereo not drawn)	-3%	-9	699	1%	-4%	-12%	2.5%	-1.4%	8%	2%
O=C(c1ccccc1)N1CCN(c2ccc([N+](=O)[O-])c(N3CCOCC3)c2)CC1	15%	15	580	10%	2%	-7%	-14%	-3.6%	4%	-6%
COC1c2ccccc2C(=O)N1Cc1ccc(F)cc1 (stereo not drawn)	x	4	840	x	7%	-6%	x	x	0%	-2%
CCOc1ccc(/C=C2\SC(=O)N(c3ccc(O)cc3)C2=O)cc1OC	-3%	-2	735	5%	-8%	1%	x	x	23%	5%
COC(=O)C/C=C/[C@@H](C)[C@@H](/C=N/OC[C@@H](C)[C@H](OCc1ccccc1)C(C)C)NS(=O)(=O)c1ccc(C)cc1	-4%	-17	669	-3%	5%	8%	-7.6%	0.6%	15%	-1%
CCc1cc2c(SCc3nc4sc(C(C)=O)c(C)c4c(=O)[nH]3)ncnc2s1	3%	-3	628	6%	25%	1%	x	x	7%	0%
CC(OC(=O)c1ccc(Cl)c(S(=O)(=O)N2CCCC2)c1)C(=O)NC1CCCCC1C (stereo not drawn)	x	-3	889	x	1%	-9%	x	x	2%	-5%

Given with bars between the fields: entries from further up
SMILES | M17LAP inhibition | Lipid droplet | Lipid droplet cells 6.5 µM | P. falciparum M1AAP | AID2073 | LYP phosphatase | XIAP antagonists | CSM14.1 death rescue | NOD2 inhibition | SIAH1 antagonists
COC1c2ccccc2C(=O)N1Cc1ccc(F)cc1 (stereo not drawn) | x | 4 | 840 | x | 7% | -6% | x | x | 0% | -2%
CCOc1ccc(/C=C2\SC(=O)N(c3ccc(O)cc3)C2=O)cc1OC | -3% | -2 | 735 | 5% | -8% | 1% | x | x | 23% | 5%
COC(=O)C/C=C/[C@@H](C)[C@@H](/C=N/OC[C@@H](C)[C@H](OCc1ccccc1)C(C)C)NS(=O)(=O)c1ccc(C)cc1 | -4% | -17 | 669 | -3% | 5% | 8% | -7.6% | 0.6% | 15% | -1%

Going on with the list:
SMILES	M17LAP inhibition	Lipid droplet	Lipid droplet cells 6.5 µM	P. falciparum M1AAP	AID2073	LYP phosphatase	XIAP antagonists	CSM14.1 death rescue	NOD2 inhibition	SIAH1 antagonists
CC(N1CCOC1=O)S(=O)(=O)c1ccccc1 (stereo not drawn)	-9%	23	789	4%	-12%	0%	-27%	2.9%	-13%	6%
O=C(c1cc(F)cc2c1OCOC2)N1CCN(c2ccc(F)cc2)CC1	0%	-16	645	6%	-3%	-6%	x	x	0%	0%
COC(=O)c1c(Cl)c2n3ccccc3c(C)c(-c3ccccc3)c-2c1C(=O)OC	36%	2	579	12%	1%	-9%	-0.6%	-2.6%	9%	6%
CCOC(=O)N1CCN(Cc2cc(=O)oc3ccc(Cl)cc23)CC1	0%	x	x	0%	-13%	-4%	-6.0%	-0.1%	8%	-1%
N#Cc1nn(-c2ccccc2)nc1N1CCCCC1	-4%	-2	767	15%	9%	-8%	3.7%	-2.0%	-7%	3%
CCn1c(SCC(=O)NCC2CCCO2)nnc1-c1ccc(S(=O)(=O)N2CCN(C)CC2)cc1 (stereo not drawn)	1%	15	671	4%	-12%	-10%	-8.1%	-0.6%	7%	-2%
CCn1c(SCC(=O)NC2CCCCC2)nc2c(c1=O)SC(C)C2 (stereo not drawn)	12%	x	x	7%	-4%	1%	-3.6%	0.9%	-10%	3%
CC(=O)NC(CC(=O)NCCOc1ccccc1F)c1ccccc1 (stereo not drawn)	x	2	741	x	6%	-6%	x	x	-3%	6%
O=C1C2C3C=CC(CC3)C2C(=O)N1/N=C/c1ccc(O)c(O)c1 (stereo not drawn)	34µM*	-6	630	2%	3%	-1%	5.1%	-3.3%	4%	-5%
NS(=O)(=O)c1ccc(CCNC2CC(=O)N(Cc3ccccc3)C2=O)cc1 (stereo not drawn)	1%	0	716	4%	-3%	-3%	-2.6%	2.7%	4%	4%
Cn1nnc(C(O)CNCc2cccs2)n1 (stereo not drawn)	0%	x	x	0%	1%	-4%	-2.9%	-0.9%	2%	2%
Cc1[nH][nH]c(=O)c1C=Nc1ccc(C(F)(F)F)cc1	-5%	5	657	-3%	0%	-8%	-3.2%	x	-3%	-3%
CCN(CC(=O)Nc1ccccc1OC)C(=O)c1ccc(NS(=O)(=O)c2ccc(C(C)=O)cc2)cc1	x	-1	820	x	14%	-7%	x	x	12%	4%
O=C(c1cc[n+]([O-])cc1)N1CCc2c([nH]c3ccccc23)C1c1ccccc1Cl (stereo not drawn)	15%	-11	625	1%	-6%	-6%	-6.4%	-0.7%	10%	-5%
Cc1ccc2[nH]c(=O)c(COC(=O)c3ccccn3)cc2c1	-8%	x	x	2%	-3%	-6%	-2.7%	-3.0%	0%	0%
Brc1csc2ncccc12	-3%	-2	478	4%	-12%	-5%	x	x	3%	0%
Cc1cc(C)nc(SCC(=O)OC(C)C(=O)Nc2ccccc2)n1 (stereo not drawn)	x	-7	628	x	7%	-4%	x	x	22%	14%
Cn1c(SCC(=O)Nc2nncs2)nnc1C1CC1	x	-4	677	x	8%	-5%	x	x	-11%	15%
CCCCCCCNC(=O)CC(NS(=O)(=O)c1ccc(NC(C)=O)cc1)C(C)C (stereo not drawn)	-6%	-9	743	2%	2%	1%	2.4%	-2.4%	-16%	-8%
COc1cc(C(=O)NCC(=O)OCc2ccccc2Cl)cc(OC)c1OC	-9%	23	687	-1%	-5%	-3%	0.0%	2.3%	18%	-4%
Cc1ccc(NCCC(=O)c2ccccc2)cc1Cl	2%	5	669	3%	-6%	-6%	-3.3%	-2.0%	-62%	3%
Nc1ccc(C(=O)OCC(=O)Nc2ccc3c(c2)OCO3)cc1[N+](=O)[O-]	-4%	-1	591	6%	12%	-6%	3.7%	-3.3%	-23%	0%
C=CCn1c(=O)c2c(nc3n2CCN3c2cccc(Cl)c2C)n(C)c1=O	4%	x	x	-1%	-8%	-3%	-1.2%	0.6%	11%	3%
Cc1ccc(S(=O)(=O)Nc2cccnc2)cc1C	x	4	811	x	5%	-8%	x	x	4%	3%
O=C(NCCc1ccc(Cl)cc1)c1ccc2nc(N3CCOCC3)sc2c1	x	8	709	x	4%	-3%	x	x	28%	3%
COc1ccc(NC(=O)n2nc(OC(=O)c3cccs3)cc2N)cc1	-2%	-7	674	-1%	-3%	-5%	-7.0%	1.7%	-3%	3%
Cc1cccn2c(=O)c(/C=C(\C#N)C(=O)NCc3ccccc3)c(N3CCC(C(N)=O)CC3)nc12	8%	21	774	8%	-6%	-13%	x	x	12%	8%
COc1ccc(CNc2nc3c(c(=O)[nH]c(=O)n3C)n2CCCc2ccccc2)cc1	-15%	x	x	2%	1%	0%	-6.2%	-0.5%	4%	5%
CSc1nnc(-c2sc3cc(C(F)(F)F)cnc3c2-c2cccnc2)n1C	3%	-9	815	7%	10%	-6%	-3.6%	-0.7%	4%	-2%
CON(C)S(=O)(=O)c1cccc(C(=O)Oc2ccc(N(C)S(=O)(=O)c3ccccc3)cc2)c1	x	24	833	x	16%	-3%	x	x	-7%	6%
Cc1nn(-c2ccccc2)c(Cl)c1/C=N/NC(N)=O	3%	-3	726	1%	13%	-3%	x	x	-14%	-3%
Cc1cccc(NC(=O)CN2NS(=O)(=O)c3ccccc3C2=O)c1	7.7µM*	2	822	-1%	3%	-11%	-4.9%	0.8%	0%	-4%
Cc1cc(NS(=O)(=O)c2ccc(NC(=O)Nc3ccccc3)cc2)no1	54%	-2	733	5%	8%	0%	2.0%	-1.6%	6%	2%
CCCCn1c(Nc2ccccc2)nc2ccccc21	-7%	-4	787	-3%	3%	-4%	-7.1%	-0.5%	17%	-1%
Cc1cc(C)n(-c2ccc(C(=O)OCC(=O)NCc3ccc(Cl)cc3)cc2)n1	5%	-2	645	1%	8%	-2%	-3.9%	-0.1%	6%	3%
COc1cccc(/C=N/NC(=O)CCNc2n[nH]c(=O)[nH]c2=O)c1OC	9%	6	689	8%	8%	-4%	0.4%	-0.9%	-11%	3%
O=C(N/C(=C/c1cccnc1)C(=O)N1CCOCC1)c1ccccc1F	-6%	19	705	-2%	-6%	1%	x	x	6%	4%
Cc1ccc(Cl)cc1N1CCN(Cc2nc3c(c(=O)[nH]c(=O)n3C)n2Cc2ccccc2F)CC1	x	-14	611	x	12%	9%	-14%	-1.2%	-13%	2%
Cc1cc(NC(=O)CSc2nccn2C)no1	0%	15	668	-2%	4%	-10%	-6.5%	0.2%	21%	9%
CCO/N=C(\N)c1[nH]ncc1Br	5%	-2	728	4%	0%	-3%	x	x	6%	2%
CC(=O)NC(CC(=O)OCC(=O)c1c(N)n(C)c(=O)n(C)c1=O)c1ccccc1 (stereo not drawn)	-1%	2	695	2%	3%	0%	-3.1%	x	15%	4%
O=[N+]([O-])c1ccc(Nc2c3ccccc3nc3ccccc23)cc1	-29%	-2	759	-3%	6%	3%	-9.4%	0.4%	5%	-4%
O=C(CCc1nc2ccccc2[nH]1)Nc1ccccc1	-4%	-3	749	3%	0%	-6%	-5.0%	1.3%	-20%	0%
O=C(O)C[C@]1(C(=O)Nc2ccc(F)cc2)CC(/C=C/c2ccccc2)=NO1	x	14	849	x	1%	-13%	x	x	0%	14%
Cc1ccc(N2C(=O)CN(Cc3sccc3C)C2=S)cc1C	-5%	16	635	3%	-14%	1%	-0.3%	-1.6%	19%	8%
Cc1ccc(C)c(S(=O)(=O)NNC(=O)c2sc(NS(=O)(=O)c3ccccc3)nc2C)c1	x	8	766	x	11%	-4%	x	x	0%	3%
Oc1ccc(Br)cc1CNc1ccccn1	-4%	x	x	-2%	3%	-4%	x	x	-11%	8%

These rows are one share of the data; count on the stated rates, not on these rows.
